Screens from PubChem BioAssay.
Cycloheximide cs – counter-screen for Shiga toxin inhibitors: cycloheximide protein synthesis inhibition; cell reporter, cycloheximide protein synthesis inhibition counterscreen; max response, %; hit rate 12% among 300,000; in the data active means max response mostly above about 13%, no sharp cut-off; inactive means mostly below about 14%; further: read at 38.3 µM for the half of the compounds with a filed dose; 0% is about no effect
Pf growth 96h – P. falciparum growth inhibition at 96 hour, primary screen for plastid delayed-death inhibitors. Potency, µM (highest dose often 28.7 µM), inactives show top-dose activity change, negative = inhibition, actives largely listed as inhibitors. P. falciparum luciferase reporter growth, 96 h. hit rate 6.9% among 320,000; further: potency means the concentration at half of the fitted maximal effect; on the % scale 0 is the no-effect control and ±100 the full control effect
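Parasite growth measured via integrated firefly luciferase reporter in P. falciparum. Infected erythrocytes at 2% hematocrit, 0.05% parasitemia final were treated 96 hours at 37 C under 5% CO2, and luminescence was read.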
Shiga inhibitor – inhibitors of Shiga toxin in Vero cells | Vero cells, Shiga toxin protein synthesis inhibition reporter | inhibition, % at 38.7 µM | hit rate 9.2% among 290,000 | AID 2315; in the data active means inhibition mostly above about 28%, no sharp cut-off; inactive means mostly below about 43%; further: 0% is about no effect
Pf growth 48h – inhibits P. falciparum growth in the first generation, 48 h; P. falciparum luciferase growth in erythrocytes, 48 h; Potency, µM (series often up to 28.7 µM), for inactives: at the top dose activity change, negative = inhibition, most hits filed as inhibitors; hit rate 5.9% among 310,000; further: potency means the concentration at half of the fitted maximal effect; on the % scale 0 is the no-effect control and ±100 the full control effect
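Erythrocytes infected with P. falciparum carrying an integrated firefly luciferase reporter (2% hematocrit, 0.1% parasitemia final) were exposed to compounds in RPMI 1640 with 0.5% Albumax at 37 C, 5% CO2. Growth inhibition was scored as reduced luminescence.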
LmPK inhibitor – blocks Leishmania mexicana pyruvate kinase activity. Q27686. purified LmPK, Kinase-Glo ATP luminescence, 1 h. Potency, µM (titrated, usually from 57.5 µM), inactives show top-dose activity change, negative = inhibition, most hits filed as inhibitors. hit rate 0.37% among 290,000. AID 1721; further: potency means the concentration at half of the fitted maximal effect; on the % scale 0 is the no-effect control and ±100 the full control effect
Target sequence (Q27686 whole entry, looked up): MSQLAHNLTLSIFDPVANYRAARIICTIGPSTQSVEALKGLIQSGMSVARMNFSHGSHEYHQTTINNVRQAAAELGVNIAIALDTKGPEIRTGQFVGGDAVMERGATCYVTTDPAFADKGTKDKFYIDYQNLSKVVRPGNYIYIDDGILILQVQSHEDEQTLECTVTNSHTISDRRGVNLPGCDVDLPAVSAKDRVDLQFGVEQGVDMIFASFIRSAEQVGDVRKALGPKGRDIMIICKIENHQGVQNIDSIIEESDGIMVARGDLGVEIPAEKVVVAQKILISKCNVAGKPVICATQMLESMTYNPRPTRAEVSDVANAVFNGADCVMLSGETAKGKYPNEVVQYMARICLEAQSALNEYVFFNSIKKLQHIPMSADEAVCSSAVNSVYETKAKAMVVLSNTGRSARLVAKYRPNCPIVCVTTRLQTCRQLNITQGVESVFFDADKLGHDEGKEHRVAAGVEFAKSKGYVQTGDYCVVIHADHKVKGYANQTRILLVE
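In 50 mM imidazole pH 7.2 with 7 mM MgCl2, LmPK (0.1 nM) turned over PEP (0.5 mM) and ADP (0.1 mM) for 1 h at room temperature. Luciferase read-out of ATP.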
TbPYK inhibitor – T. brucei pyruvate kinase inhibition; TbPYK enzyme, Kinase-Glo Plus ATP luminescence, 45 min; hit rate 0.12% among 410,000; Potency, µM (series often up to 76.8 µM), without a hit: at the top dose activity, negative = inhibition, usual class: inhibitors; further: potency means the concentration at half of the fitted maximal effect; on the % scale 0 is the no-effect control and ±100 the full control effect; nearly all actives have a fitted effect of over 50% in size
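In this concentration-response screen, enzyme-free wells defined baseline while DMSO plates tracked drift. Each reaction combined TbPYK, substrate, compound and 130 uM ADP for 45 min at room temperature. Kinase-Glo Plus luminescence gave the signal.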
AMA1 RON2 block – inhibitors of Plasmodium falciparum AMA1-RON2 interaction; Potency, µM (series often up to 58.2 µM), for inactives: at the highest dose activity change, negative = inhibition, usual class: inhibitors; AlphaScreen AMA1-biotinylated RON2 peptide binding; AID 720542; hit rate 0.2% among 360,000;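 further: potency means the concentration at half of the fitted maximal effect; 0% = vehicle wells and -100% = peptide control; nearly all actives have a fitted effect of over 45% in size; some results filed as inactive show a strong effect at the top dose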
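AMA1 (3D7) with his tag at 25 nM final met compounds first, then biotinylated RON2 peptide at 25 nM; detection used donor plus acceptor beads, 10 µg/mL apiece, read by AlphaScreen after 30 min at room temperature.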
* hit, by the source's call; ? = inconclusive; . = not tested or not shown; [ ] = dose if it differs, or a comment. Unless noted, the call rests on the fitted dose curve; in most records, active means well fitted curve in the direction sought with a large enough effect; inconclusive means small, poorly fitted or top-dose-only effect, or another doubt; inactive means no such curve, though single readings can be large; an effect the other way counts as inactive or inconclusive.

Order of values: Cycloheximide cs, Pf growth 96h, Shiga inhibitor, Pf growth 48h, LmPK inhibitor, TbPYK inhibitor, AMA1 RON2 block
COC(=O)c1cc(NC(=O)c2c(Cl)cnn2C)cc(C(=O)OC)c1
    -3.7, 58.7%[activator], 10.2, 25.0%, 0.2%, 4.0%, 0.0%
Cc1ccc(-c2nnc(-n3nnc4ccccc43)c3ccccc23)cc1
    9.1, ?, -18.2, -18.1%, 4.4%, -3.9%, 2.7%
O=C(CN(Cc1ccco1)Cc1ccco1)Nc1cc(S(=O)(=O)N2CCCCC2)ccc1Cl
    ., ?, ., 13.1µM*, ., -1.3%, 14.2%
Cc1ccc(N2C(=O)CC(=O)NC2=O)cc1
    -1.9, 31.8%[activator], -0.4, 10.2%, 0.3%, 3.9%, -6.5%
COc1cccc(NC(=S)NC2CC(C)(C)NC(C)(C)C2)c1
    -4.5, 18.0%, -11.3, -13.4%, 0.1%, -3.3%, -1.9%
COc1cccc(CNC(=O)C2CCN(S(=O)(=O)c3ccc4c(c3)OCCO4)CC2)c1
    -1.5, ?, -25.8, 1.0%, -7.5%, -4.4%, 0.2%
COc1ccc(/C=C/c2noc(-c3ccccc3O)n2)cc1
    56.2*, ?, 82.6*, -24.2%, -5.1%, -7.5%, -12.1%[11.6 µM]
COc1ccc(C2C(C#N)=C(N)N(c3cccnc3)C3=C2C(=O)CCC3)cc1Cn1cc([N+](=O)[O-])cn1 (configuration not stated)
    -1.2, ?, -17.4, ?, -0.2%, 0.0%, 111.5%[activator]
O=C(CCc1nc2ccccc2c(=O)[nH]1)Nc1ccc(N2CCCCC2)cc1
    4.6, -1.3%, -7.9, 52.2%[activator], -1.1%, 0.8%, 2.6%
COc1ccc(CCN(C)CCCN2CC(c3ccccc3)CC2=O)cc1OC (configuration not stated)
    9.8, ?, 16.7, -0.9%, 0.1%, 9.1%, -16.4%
CCCCOCC(O)CN1CCN(C(C)=O)CC1 (configuration not stated)
    -4.0, 8.28µM*, -7.3, 23.0%, -2.8%, 17.1%, -25.9%
COC(=O)CSc1nc(N)nc(C)c1Cl
    -3.6, 38.8%[activator], 4.1, 5.1%, 0.3%, -5.6%, -4.1%
Cc1ccc(NC(=O)CCOc2ccccc2)cc1S(=O)(=O)Nc1ccccc1Cl
    1.3, -2.4%, -12.0, -8.1%, 4.3%, -6.1%, 5.8%
Cc1cc(C)cc(N2C(N)=NC(N)=NC2c2ccccc2F)c1 (configuration not stated)
    -3.8, 35.7%[activator], -3.4, 3.29µM*, 3.3%, 9.7%, 0.0%
CC(C)Sc1nc2ccc(Br)cc2[nH]1
    36.3*, 1.2%, 88.2*, 33.1%[activator], 2.5%, -4.7%, 18.7%
CCN1CCN(Cc2cccc(Oc3ccc(Cl)cc3)c2)CC1
    10.5, ., -19.9, -22.3%, 3.1%, 0.9%, -16.9%
O=C1Cc2ccccc2C(=O)N1Cc1cccc(Cl)c1
    -4.6, 7.4%, -9.0, 2.2%, -7.5%, 1.1%, -2.1%
Cc1nccn1CCCNC(=O)c1nc(Cn2cc([N+](=O)[O-])cn2)no1
    -2.3, 15.8%, -4.1, 32.0%, 6.2%, 2.3%, 2.4%
N#CC12CCCCC1CC1CCCCC1(C#N)N2N (configuration not stated)
    10.8, ?, 24.5, 13.1µM*, -4.8%, -13.7%, -2.1%
Cc1ccc(-c2nn(-c3ccccc3)cc2C(=O)NC2CCC(O)CC2)cc1 (configuration not stated)
    ., 34.1%[activator], ., 16.7%, ., -5.7%, 1.2%
COc1ccc(C(=O)CSc2nnc(-c3ccco3)n2C)cc1
    -1.5, ., 8.1, -18.4%, 1.6%, -11.6%, 5.3%
CCCc1cc2c(OC(=O)CC)c(-c3ccc(C(=O)OCC)o3)c(=O)oc2cc1OC
    -3.6, -9.1%, 17.4, -13.0%, 0.4%, -2.9%, -5.9%
O=C(c1ccc(CNc2c(N3CCOCC3)c(=O)c2=O)cc1)N1CC=C(c2ccccc2)CC1
    -0.5, ?, 9.5, ?, 0.2%, -0.1%, -10.7%
CSCCn1c(C(C)(C)C)cc(C(=O)O)c1C
    4.7, 8.28µM*, 38.1, -4.5%, 3.7%, -1.2%, -0.8%
Cc1cc2ncc(-c3cccs3)nc2cc1C
    51.4*, 493.7%[activator], 101.5*, 141.6%[activator], -18.0%, -17.8%, 40.5%[activator]
COc1ccc(NC(=O)C(=O)NCC(c2ccco2)N2CCc3ccccc3C2)cc1OC (configuration not stated)
    ., ?, ., 11.7µM*, ., -1.4%, -13.9%
CCCc1cc(=O)[nH]c(SCC(=O)Nc2ccc3c(c2)CCC3)n1
    -1.0, -1.1%, 1.8, 0.0%, 13.1%, 1.5%, -20.4%
CN(C(=O)CCN1CCCO1)C1CCCN(Cc2ccccc2F)C1 (configuration not stated)
    -1.5, -21.5%, -6.3, 10.2%, 1.6%, 2.8%, -2.5%
CC(=O)Nc1ccc(S(=O)(=O)NCC2CCC(C(=O)N3CCCCC3)CC2)cc1 (configuration not stated)
    -0.5, 18.5%, 22.7, -22.0%, 1.1%, 1.6%, -2.7%
COc1ccccc1-n1c(O)c(C=NCc2ccccn2)c2ccccc2c1=O
    -2.0, -0.4%, -3.2, -6.4%, 4.1%, 10.1%, 83.1%[activator]
C/C(=N\NC(=O)CNC(=O)c1ccc2c(c1)OCO2)c1ccco1
    2.2, -0.7%, 14.9, 0.3%, 3.8%, 1.9%, 5.2%
COC(=O)c1ccc(NS(=O)(=O)c2ccccc2)o1
    -2.8, 61.1%[activator], -6.4, 6.6%, 16.1%, -12.0%, 20.3%
CCc1ccc(NC(=O)c2cc(-c3ccc(F)cc3)on2)cc1
    3.4, -6.4%, 30.7, 21.3%, 7.7%, 0.9%, -1.3%
O=C(NCCCn1ccnc1)c1cc(-c2ccccc2)on1
    27.9*, 4.5%, 145.8*, 70.0%[activator], 2.2%, -1.4%, -10.5%
CCC(C)N(CCNC(=O)CC1Oc2ccc(C)cc2NC1=O)C1CCCCC1 (configuration not stated)
    -4.6, -33.2%, -12.0, ., 9.1%, -3.4%, -2.3%
Cc1nnc(SCC(=O)c2ccc(C(C)C)cc2)s1
    30.6*, 9.6%, 74.1*, 31.7%[activator], -1.6%, -2.0%, -14.1%
Fc1cccc(COc2ccccc2C(=S)N2CCCC2)c1
    -0.9, 29.0%[1.15 µM], 10.6, 1.9%, -0.6%, -1.3%, -3.0%
CCOC(=O)c1[nH]c2ccccc2c1NC(=S)Nc1cccc(C)c1
    31.7*, 59.1%[activator], 26.9, 86.5%[activator], -4.3%, -10.1%, 116.2%[activator]
CCOC(=O)/C(=C\c1ccc(C)cc1)NC(=O)c1ccccc1
    -1.6, 103.0%, 6.1, -4.5%, 0.5%, -1.0%, 2.5%
CN(CC1CCCO1)S(=O)(=O)c1ccc(C(=O)Nc2ccc3c(c2)OCO3)cc1 (configuration not stated)
    1.7, ?, -0.9, ?, 1.6%, 2.7%, -19.5%
CCn1c(=S)[nH]c2cc(S(=O)(=O)N3CCCCC3)ccc21
    -2.2, ., -13.0, ?, -12.5%, -15.4%, 34.7%[activator]
CCOC(=O)c1cnc2c(C(=O)OC)cccc2c1NCCN1CCOCC1
    -3.1, ., -1.8, -1.3%, -2.5%, 3.8%, 10.6%
COC(=O)c1ccc(Oc2nc(C)cc(Oc3ccccc3)n2)cc1
    -0.9, 8.0%, -5.0, ?, 8.8%, 0.4%, -15.4%
Cc1cc(/C=C2\C(=O)NC(=O)N(c3ccc(F)cc3)C2=O)c(C)n1-c1ccc(C(=O)O)cc1
    -1.5, ?, -4.1, 2.9%, -0.4%, -2.7%, -12.3%
CCC(C)[C@H](NC(=O)[C@@H]1CSC2c3ccccc3C(=O)N21)C(=O)NCc1ccncc1 (some centres not stated)
    -2.2, ?, -0.9, -18.9%, -2.7%, 0.0%, -6.0%
CNc1nc(SCc2ccc(C)cc2)nc2c1CCCC2
    36.7*, 13.1µM*, 54.6*, 7.38µM*, 1.5%, -20.6%, 2.5%
O=C(O)CCCN1C(=O)c2ccc(Oc3cccc([N+](=O)[O-])c3)cc2C1=O
    -2.8, -2.6%, -7.8, -5.2%, -1.0%, -1.3%, 19.1%
Cc1ccc(Nc2nnc(C(C)(C)C)c(=O)n2N)cc1
    -3.5, ?, -9.9, -2.6%, -0.4%, 4.5%, 1.7%
COc1ccc(C(=O)NCCc2nnc3ccc(SCC(=O)Nc4ccccc4F)nn23)cc1
    -5.2, -25.8%, -11.5, 22.6%, -5.1%, -3.0%, -10.8%
Cn1c2ccccc2c2nnc(SCCN3CCOCC3)nc21
    15.9*, -56.6%, 30.1, 33.4%[activator], -3.1%, 0.2%, 7.6%
CCCn1cc(CN2CCN(Cc3ccc(C)o3)C(CCO)C2)c(C)n1 (configuration not stated)
    -2.7, ?, 9.1, 1.1%, 1.4%, 3.3%, 16.8%
CCOC(=O)c1cnc2c(c(C)nn2CC)c1NC1CC1
    11.0, ?, -7.1, ?, 6.5%, 2.6%, -0.8%
S=C(Nc1ccc(Br)cc1)N1CCCC1
    27.0*, 81.1%[activator], 24.2, 47.4%[activator], -3.7%, 16.8%, 9.8%
CC(C)(C=O)Cc1cc(C(C)(C)C)c(O)c(C(C)(C)C)c1
    ., 1.2%, ., -13.5%, ., 1.7%, 10.2%
CCC1(c2ccccc2)NC(=O)N(CC(=O)N(C)CC(=O)Nc2ccc(F)c(F)c2F)C1=O (configuration not stated)
    ., ?, ., 20.6%, ., -4.6%, 9.9%
NC(=O)CN1CCCC1=O
    4.9, -1.7%, 11.3, -6.6%, -0.6%, 1.1%, 5.9%
NS(=O)(=O)c1ccc(NC2=CC(c3ccc([N+](=O)[O-])cc3)N(c3ccc(S(N)(=O)=O)cc3)C2=O)cc1 (configuration not stated)
    -1.7, -9.5%, 0.7, ?, -3.9%, -0.8%, -6.9%
Cc1nc(Nc2ccccc2O)c2oc3ccccc3c2n1
    -4.0, 19.1%, -6.1, 1.3%[0.00184 µM], 2.4%, 0.1%, -2.7%
CCOC(=O)c1[nH]c(C)c(C(=O)NCc2ccc(C)cc2)c1C
    -4.9, ?, -12.1, ., 9.8%, 5.6%, -9.5%
COc1cc(CN2CCC(C(=O)NCC(C)(C)CN(C)C)CC2)ccc1OCc1ccccc1
    12.9, ?, ., 9.28µM*, -6.9%, 11.9%, -21.0%

New compounds follow
Order of values: Cycloheximide cs, Pf growth 96h, Shiga inhibitor, Pf growth 48h, LmPK inhibitor, TbPYK inhibitor, AMA1 RON2 block
Cc1cc(C(=O)Nc2cccc3cccnc23)ccc1[N+](=O)[O-]
    12.8, 10.1%, 9.8, 72.1%[activator], -8.1%, -1.1%, -15.9%
COc1ccc(OC)c(NC(=O)Cc2nn(C)c(=O)c3ccccc23)c1
    -3.7, 4.5%, 12.5, 10.2%, -1.1%, -4.7%, -22.8%
Cc1ccc2ncnc(Oc3ncccc3NC(=O)C(C)(C)C)c2c1
    -1.9, 15.4%, 6.2, ?, 4.4%, -0.4%, -12.8%
Cc1cc(NC(=S)N(Cc2ccc(Br)cc2)Cc2ccc(C(=O)O)cc2)ccc1Cl
    -2.2, -27.1%, -0.4, -18.9%, 1.1%, 2.8%, 5.3%
CC(=O)Nc1cccc(-c2nc3ccccc3c(=O)o2)c1
    -2.6, -19.3%, 11.7, 12.1%, -5.1%, 10.5%, 1.4%

Rows were taken by chance, and some 21% of all compounds hit somewhere here.
